# H9c2 TAG inh: triacylglycerol accumulation inhibition; H9c2 cells, Nile Red lipid (TAG) fluorescence; cells loaded with 200 µM oleic acid; inhibition, % at 12.5 µM; 0.66% of 230,000 active;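 active means pattern-corrected inhibition of lipid staining of at least 50% with the nuclear-stain viability signal not falling by more than 50%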;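 further: 0% = DMSO wells and 100% = triacsin C control wells; some results filed as inactive read as strong as hits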
# H9c2 TAG inh DAPI viability: recorded beside H9c2 TAG inh, whose call it bears; DAPI nuclei signal change (viability), lower = more cytotoxic, %;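 whole-well DAPI fluorescence read on a plate reader as a viability signal; minus 50 percent equals half of cells still viable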
# The depositor's hits bear a star. An excerpt; count on the stated rates, not on these rows.
No.	canonical_smiles	H9c2 TAG inh	H9c2 TAG inh DAPI viability
1	c1ccc2c(c1)CCN(CCCNc1nc3ccccc3n3cnnc13)C2	-6	5
2	CCN(C(=O)COC(=O)CCn1c(C)csc1=O)c1c(N)n(Cc2ccccc2)c(=O)[nH]c1=O	-15	-3
3	CC1(NC(=O)Cc2c(F)cccc2Cl)CCS(=O)(=O)C1 (configuration not stated)	10	-5
4	COc1cc(NC(=O)C2C3CCC(O3)C2C(=O)O)cc(OC)c1 (configuration not stated)	-3	-12
5	Cc1ccc(Nc2nc(=O)c3cccnc3s2)c(Br)c1	7	-5
6	NC(=O)CSc1nnc(Cc2ccc3c(c2)OCO3)o1	10	-5
7	CN(C(=O)CSc1nnc(-c2cccnc2)n1-c1ccccc1F)C1CCS(=O)(=O)C1 (configuration not stated)	4	0
8	CCN1C(=O)c2cccc3c(S(=O)(=O)N(C)C)ccc1c23	7	33
9	C=C1C[C@H](O)[C@@H]2[C@H](OC(=O)[C@H]2C)[C@H]2[C@H](C)[C@@H](O)C[C@@H]12	-2	0
10	COc1ccccc1NC(=O)CCC(=O)O	1	-2
11	CC(Oc1cccc(NC(=O)c2cccs2)c1)C(=O)c1ccccc1 (configuration not stated)	-3	5
12	CC(=O)n1nc(-c2cccc(C)c2)nc1SCC(=O)Nc1ccccc1	8	4
13	O=C(CN1CCCSc2ccccc21)N1CCN(S(=O)(=O)c2cccc(F)c2)CC1	-1	2
14	C#CCOCCOCCOCCNc1nc(N2CCN(C(=O)Cn3cc(CCO)nn3)CC2)nc(N2CCN(C(=O)[C@H](C)n3cc(CCCN=C(N)N)nn3)CC2)n1	-11	6
15	O=C(Cn1[nH]c(=O)c2ccccc2c1=O)Nc1ccc(-c2nnc3n2CCCCC3)cc1	20	-1

# Values in list order from the list:
# Nos. 1–10 in H9c2 TAG inh: -6, -15, 10, -3, 7, 10, 4, 7, -2, 1
# Nos. 1–10 in H9c2 TAG inh DAPI viability: 5, -3, -5, -12, -5, -5, 0, 33, 0, -2

# In another format: results already given.
# Order of values: H9c2 TAG inh, H9c2 TAG inh DAPI viability
1: c1ccc2c(c1)CCN(CCCNc1nc3ccccc3n3cnnc13)C2
    -6, 5
2: CCN(C(=O)COC(=O)CCn1c(C)csc1=O)c1c(N)n(Cc2ccccc2)c(=O)[nH]c1=O
    -15, -3

# (list continues)
No.	canonical_smiles	H9c2 TAG inh	H9c2 TAG inh DAPI viability
16	Cc1ccc(S(=O)(=O)N2CCN(CC(=O)N/N=C\C(Cl)=C\c3ccccc3)CC2)cc1	6	6
17	COC(=O)c1ccc(CN2CCC(n3nccc3NC(=O)C3CCCC3)CC2)cc1	3	6
18	C=CCOc1ccc(C(=O)Nc2ccccc2C(=O)N2CCCC2)cc1	16	-6
19	CCOC(=O)c1c(C)[nH]c(C)c1C(=O)CSc1nnc(-c2ccco2)n1Cc1ccccc1	-5	7
20	COc1ccccc1CCC(=O)Nc1cc(S(=O)(=O)N2CCOCC2)ccc1N1CCCC1	-12	0
21	COc1ccc2cc1Oc1ccc(cc1)C[C@H]1c3cc(c(OC)cc3CCN1C)Oc1c(OC)c(OC)cc3c1[C@@H](C2)N(C)CC3	-12	13
22	O=C(NCCc1c[nH]c2ccccc12)/C(=C/c1cccnc1)NC(=O)c1cccs1	9	2
23	Cc1nc(-c2ccccc2)nc(-c2ccccc2)n1	15	-1
24	O=C(CSc1nnc(Nc2ccccc2F)s1)NCC1CCCO1 (configuration not stated)	-2	0
25	c1ccc(CCN=C2CCCc3c2[nH]c2ccccc32)cc1	5	-2
26	CN1CCN(c2ccc(CNC(=O)c3ccc4c(c3)OCCO4)cc2)CC1	-5	-3
27	CC1CN(C(=O)COc2ccc3c(-c4ccccc4)cc(=O)oc3c2)CC(C)O1 (configuration not stated)	10	-6
28	O=C(c1cccs1)N1CCN(S(=O)(=O)c2cccs2)CC1	-2	-1
29	Cn1ncc([N+](=O)[O-])c1C(=O)n1nnc2ccccc21	7	10
30	Cc1ccc(-n2ncc3c(=O)n(CC(=O)N4CCN(c5ccccc5)CC4)cnc32)cc1C	8	-5
31	CCCCOc1cccc(C(=O)N(Cc2cccs2)C2CCS(=O)(=O)C2)c1 (configuration not stated)	10	-1
32	O=C(NCCCN1CCOCC1)c1cccc(S(=O)(=O)Nc2ccc(F)cc2)c1	-22	6
33	FC(F)(F)c1nnc2ccc(Cl)nn12	1	-1
34	Cc1ccc2cn[nH]c2c1N	-7	-2
35	CCN(CC)CCN1C(=O)C(=O)/C(=C(/O)c2ccc3c(c2)CC(C)O3)C1c1ccc(OC)cc1 (configuration not stated)	-14	12
36	COc1cc(/C=N/Nc2nncn2N)ccc1OCc1c(C)no[n+]1[O-]	17	-9
37	COc1ccc(C(c2nnnn2Cc2ccccc2)N2CCN(C(=O)c3ccco3)CC2)cc1 (configuration not stated)	-7	0
38	OC[C@@H]1CN(Cc2cccs2)C[C@H](n2cnc3c(N4CCCC4)ncnc32)O1	-2	6
39	Cc1cccc(NS(=O)(=O)c2nnc(NC(=O)c3cccc(C)c3)s2)c1	16	-6
40	O=C(CN1C(=O)NC2(CCCCC2)C1=O)N1CCN(S(=O)(=O)c2ccccc2)CC1	7	7
41	COc1ccc(N2C(=O)CCC2(C#N)c2ccc(OC)cc2)cc1 (configuration not stated)	-9	12
42	COC(=O)c1ccccc1NC(=O)C1CC(=O)N(c2ccc(OC)cc2)C1 (configuration not stated)	-20	9
43	CC[C@@H](C)[C@@H]1CN([C@@H](C)CN2CCC[C@H]2CN2C(N)=NC[C@@H]2Cc2ccccc2)C(=N)N1CCc1ccc(Cl)c(Cl)c1	-15	27
44	COC(=O)c1c(NC(=O)CCc2ccc(C)o2)sc(C)c1C	-14	13
45	O=C(CCC1CCCN(c2ncccn2)C1)N1CCN(c2ccccn2)CC1 (configuration not stated)	1	1
46	COc1ccc(OC)c(-c2cc(-c3cccnc3)nc(N)c2C#N)c1	46	-20
47	CCCNC(=O)N1CCC(C(=O)c2cccc(F)c2)CC1	18	-14
48	Cc1cc(N2CCN(c3cccc(C)c3C)CC2)nc(-c2ccccc2)n1	-6	4
49	O=C(N/N=C/c1ccc(Cl)cc1Cl)c1ccc(-n2cnnn2)cc1	-1	-3
50	COc1ccc(-n2c(SCC(=O)N(C)C3CCS(=O)(=O)C3)nc3ccc(O)cc3c2=O)cc1OC (configuration not stated)	-5	7
51	CCCCNC(=S)N1CCN(C)CC1	16	-16
52	CC(=O)NS(=O)(=O)c1ccc(NC(=O)c2ccc(-n3nc(C)cc3C)cc2)cc1	2	4
53	Cc1cc(NC(=O)Cn2ccc([N+](=O)[O-])n2)no1	-6	1
54	O=C(NCC(=O)N1CCN(c2cccc(Cl)c2)CC1)c1ccc(Br)o1	-10	4
55	O=C(CSc1nnc(CNc2ccc(F)cc2)n1Cc1ccco1)NC1CC1	1	12
56	COc1ccc(NC(=O)NC2CCCc3ccccc32)cc1 (configuration not stated)	-21	-1
57	COc1cc(NC(=O)c2cc3c(C)nc4ccccc4c3o2)cc(OC)c1OC	19	9
58	O=C(Cc1ccccc1)N/N=C/c1cc(Br)cs1	-9	-5
59	O=C(NCCCn1ccnc1)c1cc(-c2ccc(Cl)cc2)nc2ccccc12	15	1
60	O=C(Nc1ccc(Cl)c(Cl)c1)C1CCCCC1	-4	0
61	O=C1C2C3C=CC(C3)C2C(=O)N1c1cccc(-c2nc3ccccc3o2)c1 (configuration not stated)	-1	4
62	COc1ccc(CNC(=O)C(C)OC(=O)c2cccc(N(C)C)c2)cc1 (configuration not stated)	21	-4
63	COc1ccc(NC(=O)CN(C)C(=O)CCSc2ccc(C)cc2)cc1	8	-1
64	O=C1CN(C(=O)CN2C(=O)NC(c3ccccc3)(c3ccccc3)C2=O)c2ccccc2N1	2	-9
65	CCOc1ccc(C2CC(c3c(O)c4ccccc4oc3=O)=NN2c2ccccc2)cc1OC (configuration not stated)	-5	5
66	Cc1cccc(NC(=O)c2ccccc2NC(=O)c2ccco2)c1	15	-4
67	COc1ccc(NC(=O)C2(C)CCN2Cc2ccc3ccccc3c2)cc1OC (configuration not stated)	-9	-6
68	CCOC(=O)c1nn(-c2ccccc2Cl)c(=O)cc1OCC(=O)Nc1cccc(OC)c1	8	-5
69	CCOC(=O)C1=C(C)N=C2SC(C)C(=O)N2C1/C=C/c1ccccc1OC (configuration not stated)	18	-8
70	COc1cccc(/C=C/C(=O)OCC(=O)N2CCCc3ccccc32)c1	5	-2
71	Oc1ccc(C[C@@H]2CNCCN2CCC23CC4CC(CC(C4)C2)C3)cc1	28	5
72	CCOC(=O)N1CCN(C(=O)c2cc3cc(Br)ccc3oc2=O)CC1	2	5
73	CCOc1cc(/C=N\NC(=O)c2ccc(NC(=O)C(C)(C)C)cc2)ccc1OC(=O)c1ccc(C)cc1	26	-1
74	Cc1csc(SCc2nc3scc(-c4ccccc4)c3c(=O)[nH]2)n1	-9	0
75	CCCCn1cnc2c(c(-c3ccccc3)c(-c3ccccc3)n2Cc2ccco2)c1=N	7	3

# Next section
No.	canonical_smiles	H9c2 TAG inh	H9c2 TAG inh DAPI viability
76	O=C(CNC(=O)c1ccc(Cl)cc1Cl)OCN1C(=O)c2ccccc2C1=O	2	4
77	Cc1ccc(-c2nc(CS(=O)CC(=O)NCc3ccc4c(c3)OCO4)c(C)o2)cc1 (configuration not stated)	2	8
78	CC1(C)Cc2c(sc(NC(=O)COc3ccc(Cl)cc3)c2C(N)=O)C(C)(C)N1	29	1
79	Cc1ccc(NC(=O)CC2OC(=O)c3ccccc32)cc1S(=O)(=O)N1CCOCC1 (configuration not stated)	13	4
80	CCCCn1c(N)c(N(CCOC)C(=O)c2ccc3c(c2)OCCO3)c(=O)[nH]c1=O	9	1
81	CC(C)CC(C(=O)OCC(=O)c1c(N)n(C)c(=O)n(C)c1=O)N1C(=O)c2ccccc2C1=O (configuration not stated)	-11	-1
82	Nc1cc(=O)[nH]n1C1CCCC1	8	-6
83	Cc1nn(-c2ccccc2)c2c1C(=O)N(Cc1ccccc1)C(=O)C(C)(C)C2	-7	-8
84	COc1cccc(NC(=O)CN(C)C(=O)c2ccc(-c3ccccc3Cl)o2)c1	2	-6
85	CCNC(=O)C(C)Sc1ccc(Cl)cc1 (configuration not stated)	-6	-3
86	CCN(CC(=O)NCc1cccs1)C(=O)c1ccc(S(=O)(=O)Nc2cccc(C)c2C)cc1	21	0
87	C=CCNC(=S)Nc1cccc(N)c1	7	1
88	O=c1[nH]ncn1-c1ccc(Br)cc1	1	0
89	O=C(CSc1nnc(-c2cccs2)n1-c1ccccc1)N1CCCc2ccccc21	11	-3
90	CC(=O)NC(c1ccccc1)c1nc(-c2cc3ccccc3o2)cs1 (configuration not stated)	8	-10

# An excerpt from above in order of number of heavy atoms, falling:
No.	canonical_smiles	H9c2 TAG inh	H9c2 TAG inh DAPI viability
86	CCN(CC(=O)NCc1cccs1)C(=O)c1ccc(S(=O)(=O)Nc2cccc(C)c2C)cc1	21	0
79	Cc1ccc(NC(=O)CC2OC(=O)c3ccccc32)cc1S(=O)(=O)N1CCOCC1 (configuration not stated)	13	4
84	COc1cccc(NC(=O)CN(C)C(=O)c2ccc(-c3ccccc3Cl)o2)c1	2	-6
85	CCNC(=O)C(C)Sc1ccc(Cl)cc1 (configuration not stated)	-6	-3

# (continued)
No.	canonical_smiles	H9c2 TAG inh	H9c2 TAG inh DAPI viability
91	CCc1c(C)c(C#N)c2nc3ccccc3n2c1NCc1ccco1	-2	5
92	O=C(CCCCCCCC(=O)c1ccccc1)c1ccccc1	-42	2
93	COc1ccc(C)cc1NC(=O)c1ccoc1C	-20	10
94	CC(=O)Nc1cc(-c2cccc(C(=O)N(C)C)c2)cn2c(-c3ccc(F)c(Cl)c3)cnc12	-9	-5
95	C[C@H]1CN([C@@H](C)CO)C(=O)Cc2cc(NS(C)(=O)=O)ccc2O[C@@H]1CN(C)CC1CC1	-16	1
96	COc1cccc(/C=N/N2CCOCC2)c1O	0	-2
97	C=CCO/N=C(\C)c1c(O)c(C)c(-c2ccccc2)n(-c2ccccc2)c1=O	-6	-8
98	COc1ccc(Cl)cc1NC(=S)NNC(=O)C1(C)CC1(Cl)Cl (configuration not stated)	-4	7
99	Cc1nn(-c2ccc(Cl)cc2)c2sc(C(=O)c3c(N)n(C)c(=O)n(C)c3=O)cc12	2	21
100	COc1ccc(CCNC(=O)CCSc2nc(-c3ccco3)cc(C(F)(F)F)n2)cc1OC	49	-2
101	Cc1ccc2c(c1)NC(=O)C(N1CCOCC1)(C(F)(F)F)O2 (configuration not stated)	-3	6
102	COC(=O)Nc1nc(-c2cc(Cl)ccc2Cl)cs1	-6	6
103	O=C(O)C1CC(=O)N(c2ccc(OCc3ccccc3Cl)cc2)C1 (configuration not stated)	-15	1
104	COc1ccc(CNC(=O)c2cc3cccc(O)c3oc2=N)cc1	3	-3
105	COc1ccccc1OCC(=O)NN1Cc2ccccc2C1=N	3	-5
106	CCn1c(COc2ccccc2)nnc1SCC(=O)C(C)(C)C	-4	-12
107	Fc1ccc(-c2nnc(CSc3nnc(-c4ccc5c(c4)OCO5)o3)o2)cc1	-3	13
108	Cc1ccc(-c2cc(C(F)F)n3ncc(C(=O)N4CCCCC4c4cccnc4)c3n2)cc1 (configuration not stated)	15	10
109	CCN(CC(=O)N1CCN(C)CC1)S(=O)(=O)c1ccc(Cl)cc1	-1	7
110	CCOc1ccc(N2C(=O)CC(N)C2=O)cc1 (configuration not stated)	12	-2
111	CCc1nnc(NC(=O)c2cc([N+](=O)[O-])ccc2N2CCOCC2)s1	5	-3
112	COc1ccccc1C(=O)NC(=O)COC(=O)CN1C(=O)NC(C)(C)C1=O	4	-4
113	Cc1cc(-c2cc(NC=O)c3ncc(-c4cccc(C(=O)NCCN(C)C)c4)n3c2)cc(C)c1O	26	2
114	O=c1c2[nH]c3ccccc3c2ncn1CCN1CCOCC1	6	-6
115	Cc1ccc(NC(=O)COc2ccc(C(=O)c3ccccc3)cc2)c(O)c1	2	-4
116	O=C(C[C@H]1C[C@H](C(=O)N2CCCCC2)[C@@]2(CCc3ccccc3)c3[nH]c4ccc(Cl)cc4c3CCN2C1=O)NCc1cccc(C(F)(F)F)c1	102*	-19*
117	COc1ccc2c(c1)NC(C)(C)C=C2C	3	18

# Screening results from PubChem BioAssay.
